B2AR arrestin: beta2AR (human) beta-arrestin recruitment activity. AID 492947. P07550. Potency, µM (doses to about 46.1 µM), for the others: at the highest dose activation, most hits filed as activators. beta-arrestin recruitment to beta2AR, cell-based reporter. actives 0.02% (n = 330,000);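 also: potency is read from the fitted curve at half-maximal effect; 0% = DMSO controls and full agonism = EC100 isoproterenol or metaproterenol; nearly all actives have a fitted effect of over 65% in size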
Target sequence (P07550 whole entry, looked up): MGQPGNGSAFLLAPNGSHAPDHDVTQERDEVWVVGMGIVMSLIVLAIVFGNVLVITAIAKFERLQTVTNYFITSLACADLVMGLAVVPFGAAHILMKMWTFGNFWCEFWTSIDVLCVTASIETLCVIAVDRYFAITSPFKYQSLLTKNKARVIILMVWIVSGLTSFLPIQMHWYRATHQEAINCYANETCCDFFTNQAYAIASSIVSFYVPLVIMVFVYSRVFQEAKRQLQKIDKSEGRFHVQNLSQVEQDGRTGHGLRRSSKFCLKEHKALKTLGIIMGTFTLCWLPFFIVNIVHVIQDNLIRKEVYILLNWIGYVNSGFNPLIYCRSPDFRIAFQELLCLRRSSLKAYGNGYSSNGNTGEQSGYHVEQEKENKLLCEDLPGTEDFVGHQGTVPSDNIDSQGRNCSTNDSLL
Giardia kill: kills Giardia lamblia; Giardia lamblia trophozoite viability; activity change, % at 7.66 µM, hits read low; actives 0.15% (n = 340,000); AID 540267; in the data active = activity change below about -80%; inconclusive = between about -30% and that limit;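 also: parasites exposed to compound for two days anaerobically before the ATP read; % is scaled to controls: 0 for no effect and ±100 for the full control effect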
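Anaerobic 48 hrs incubation at 37 deg C of 100 trophozoites/well with test compounds; ATPLite 1-Step luminescence, 15-30 min RT, reports cellular ATP as viability.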
Menin-MLL TR inh: inhibitors of human menin-MLL interaction, mutant MLL peptide; O00255; Potency, µM (series often up to 61.6 µM), without a hit: top-dose FP activity change, negative = inhibition, usual class: inhibitors; actives 0.23% (n = 270,000); Menin + Texas Red MLL mutant peptide, fluorescence polarization; AID 1768; active = well fitted inhibition curve with a large enough effect in the polarisation, with a control signal flat, not every such curve was filed as active; inconclusive = small, poorly fitted or top-dose-only effect, or effect the other way, or a change in a side signal; inactive = no such curve, though single readings can be large or run the other way; the % refers to the polarisation; also: potency is read from the fitted curve at half-maximal effect; % of control where 0% means no effect; many of its hits are not listed in these tables
PTAP TSG101 blk: blocks PTAP/TSG101 interaction to inhibit HIV-1 budding | Q99816 | Fluorescence polarization, FITC-PTAP peptide / Tsg101 binding | Potency, µM (titrated, usually from 115 µM), for inactives: at the highest dose activity change, negative = inhibition, most hits filed as inhibitors | 340,000 tested, under 10 active; active = well fitted inhibition curve with a large enough effect in the main read-out, with a control signal flat, not every such curve was filed as active; inconclusive = small, poorly fitted or top-dose-only effect, or effect the other way, or a change in a side signal; inactive = no such curve, though single readings can be large or run the other way; also: potency is read from the fitted curve at half-maximal effect; % of control where 0% means no effect
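Tsg101 binding domain (10 uM final) was mixed with compound and a FITC-labeled PTAP peptide (50 nM final) in HEPES pH 7.5 buffer with NaCl, Tween 20, EDTA and TCEP; fluorescence polarization was read after 20 min at r.t.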
ASM inhibitor: blocks human secretory acid sphingomyelinase | actives 0.006% (n = 340,000) | placental ASM, HMU-PC fluorogenic substrate, 60 min | AID 504937 | Potency, µM (top dose mostly 57.5 µM), for the others: at the highest dose activity change, negative = inhibition, most hits filed as inhibitors; also: potency is read from the fitted curve at half-maximal effect
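qHTS format. ASM enzyme prepared from human placenta hydrolyses the fluorogenic substrate HMU-PC0 (9 uM final) over 60 min at 37 °C after a 10 min compound preincubation.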
Tb PFK inh: T. brucei PFK enzyme inhibition; O15648; T. brucei PFK, ADP-Glo luminescence; Potency, µM (highest dose often 57.5 µM), without a hit: top-dose activity, negative = inhibition, most hits filed as inhibitors; actives 0.17% (n = 330,000); AID 485367;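 also: potency is read from the fitted curve at half-maximal effect; 0% = uninhibited 1x PFK enzyme wells and -100% = no-enzyme wells; nearly all actives have a fitted effect of over 60% in size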
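1.25 nM PFK with 0.5 mM F6P and 0.1 mM ATP in 0.1 M TEA pH 8.0, 5 mM MgCl2, incubated 45 min at room temperature; ADP measured by ADP-Glo luminescence; compounds titrated up to 57 uM.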
Chronic BCR inh: blocks chronic active B-cell receptor signaling. ABC-DLBCL IkBa-CBG/CBR reporter, luminescence ratio, 4 h. Potency, µM (highest dose often 46.1 µM), inactives show top-dose ratio change, negative = lower green/red ratio, hits mostly inhibitors. actives 0.05% (n = 340,000). AID 493014; active = well fitted inhibition curve with a large enough effect in the signal ratio, with a control signal flat, not every such curve was filed as active; inconclusive = small, poorly fitted or top-dose-only effect, or effect the other way, or a change in a side signal; the % refers to the signal ratio;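 also: potency is read from the fitted curve at half-maximal effect; plate controls were basal doxycycline-induced cells for no effect and cells given 10 µM MG132 for full effect; MG132 reads +100%, hits lower the ratio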
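TMD8 ABC-DLBCL cells carrying doxycycline-inducible green luciferase fused to IkappaBalpha plus unfused red luciferase were exposed to compounds (up to 46 uM) for 4 hrs at 37C. Activity came from the overlap-corrected green/red luminescence ratio.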
PKM2 activator: PKM2 (human) enzyme activation. P14618. purified PKM2, Kinase-Glo ATP luminescence, activation; response scale: 0% is enzyme alone, no compound. Potency, µM (highest dose often 57.5 µM), inactives show at the highest dose activation, most hits filed as activators. actives 0.34% (n = 260,000); also: potency is read from the fitted curve at half-maximal effect; % is scaled to controls: 0 for no effect and ±100 for the full control effect; nearly all actives have a fitted effect of over 55% in size
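Purified hPK-M2 (>95%) run at intermediate activity with 0.1 mM ADP and 0.5 mM PEP in 50 mM imidazole pH 7.2, KCl, MgCl2; 1 h room temperature. ATP formed read by Kinase-Glo luminescence; normalized to uninhibited and no-enzyme controls.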
a7 integrin act: activates integrin-mediated alleviation for muscular dystrophy; actives 0.064% (n = 350,000); Potency, µM (top dose mostly 38.3 µM), inactives show at the highest dose activation, usual class: activators; AID 624291; alpha7betagal myoblasts, beta-gal FDG fluorescence, 48 h;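 also: potency is read from the fitted curve at half-maximal effect; 100% = response of the positive control SU9516; nearly all actives have a fitted effect of over 60% in size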
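alpha7betagal+/- myoblasts (passage 13, 250/well) treated 48 h at 37C with compounds at 1:260 dilution of DMSO stock. Lysed, then beta-galactosidase activity read as FDG fluorescence (ex 480/em 540) after 30 min, with pre-read for autofluorescence.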
GALK inh: galactokinase (human) inhibition; Potency, µM (highest dose often 57.5 µM), for inactives: top-dose activity change, negative = inhibition, actives largely listed as inhibitors; actives 0.007% (n = 270,000); Purified GALK, Kinase-Glo residual ATP luminescence; P51570; also: potency is read from the fitted curve at half-maximal effect; % is scaled to controls: 0 for no effect and ±100 for the full control effect
Target sequence (P51570 whole entry, looked up): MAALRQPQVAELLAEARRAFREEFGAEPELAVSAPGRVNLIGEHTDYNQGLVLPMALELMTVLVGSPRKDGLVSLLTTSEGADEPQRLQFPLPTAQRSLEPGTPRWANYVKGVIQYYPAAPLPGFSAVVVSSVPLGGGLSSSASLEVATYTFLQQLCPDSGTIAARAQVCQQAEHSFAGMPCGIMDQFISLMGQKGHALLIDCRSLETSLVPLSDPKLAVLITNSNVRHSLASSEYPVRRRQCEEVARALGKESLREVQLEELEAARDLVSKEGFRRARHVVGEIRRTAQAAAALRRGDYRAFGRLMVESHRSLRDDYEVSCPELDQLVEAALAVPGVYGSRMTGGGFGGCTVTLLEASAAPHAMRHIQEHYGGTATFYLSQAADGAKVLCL
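Human GALK (5 nM) with 35 uM ATP and 100 uM galactose in 20 mM HEPES pH 8.0, 5 mM MgCl2, 60 mM NaCl, 1 mM DTT, 0.01% BSA. After 1 h at room temperature, leftover ATP was read by Kinase-Glo Plus luminescence.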
FBPA coupling cs: inhibits coupling enzyme system, counter-screen for aldolase hits; coupling enzyme system counterscreen, AmpLite Red fluorescence; actives 0.67% (n = 290,000); activity change, negative = inhibition, % at 58.2 µM, hits read low; in the data active = activity change below about -30%; also: % is scaled to controls: 0 for no effect and ±100 for the full control effect
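Compounds tested against the coupling enzymes alone at 57.5 uM final; readout was AmpLite Red fluorescence (525/598 nm) after 20 min at RT.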
* = called active by the depositor; ? = inconclusive; . = not tested or not shown; & = joins results of further samples; [ ] = another dose, or the depositor's remark. Unless noted, calls follow the shape of the dose curve; as a rule, active = well fitted curve in the direction sought with a large enough effect; inconclusive = small, poorly fitted or top-dose-only effect, or another doubt; inactive = no such curve, though single readings can be large; an effect the other way counts as inactive or inconclusive. These rows are one share of the data; rates above refer to the full screens.

The line under a structure holds: B2AR arrestin, Giardia kill, Menin-MLL TR inh, PTAP TSG101 blk, ASM inhibitor, Tb PFK inh, Chronic BCR inh, PKM2 activator, a7 integrin act, GALK inh, FBPA coupling cs
1: O=C(N/N=C/c1cc([N+](=O)[O-])ccc1N1CCCCCC1)c1ccccn1
  0.0%, -7, -4%, -1%, -14%, -1%, 0%, 10%, -18%, -1%, 4
2: COc1ccccc1C(=O)NC(CCSC)C(=O)Nc1ccc(C)c(S(=O)(=O)N2CCOCC2)c1 (stereo not drawn)
  -0.2%, 23, ., -4%, -2%, 6%, -6%, ., ?, ., .
3: CCOC(=O)CNC(=O)COc1coc(CN2CCN(c3ccc(F)cc3)CC2)cc1=O
  0.0%, -4, ., -2%, 3%, -3%, 4%, ., 23%, 1%, .
4: CC(=O)Nc1nc(C)c(CCCOc2ccc([N+](=O)[O-])cc2)c(=O)[nH]1
  -1.0%, 1, -20%, -7%, 6%, 6%, ?, 3%, 22%, 5%, 4
5: Cc1[nH]nc2c1C(c1cccs1)C(C#N)=C(N)O2 (stereo not drawn)
  0.1%, -8, 14%, -8%, 5%, -21%, ?, 0%, -8%, -2%, -1
6: COc1cc(NC(=O)CN2C(=O)NC(C)(c3ccc(OC(F)F)cc3)C2=O)cc(OC)c1OC (stereo not drawn)
  0.2%, -13, 15%, -5%, 12%, -1%, 2%, 3%, -20%, -4%, -2
7: CC1CCCC(NC(=O)CCn2c(=S)oc3ccccc32)C1C (stereo not drawn)
  -0.6%, 3, ., -2%, 4%, -5%, ?, -3%, 23%, ., 2
8: O=C(NCc1ccccn1)c1cc(-c2ccc(-c3ccccc3)cc2)nc2ccccc12
  -1.1%, ?, 23%, 1%, 57%[activator], 0%, -3%, 3%, -20%, 0%, 0
9: Cc1ccc2c(c1)C(=O)C(=O)N2Cc1ccc(Br)cc1
  -0.1%, 11, ., 1%, -12%, -3%, -13%, ., 0%, ., .
10: CC(C)SC1=NC(C)(C)C=C(/C=C/c2ccc(Cl)cc2Cl)N1
  0.1%, 6, 2%, -2%, -12%, -7%, ?, 4%, 12%, 1%, -8
11: O=C(CN1C(=O)C2C3C=CC(C3)C2C1=O)NCCN1CCCc2ccccc21 (stereo not drawn)
  0.6%, 19, 1%, -3%, 8%, 0%, 0%, -14%, -12%, 1%, -1
12: CC(NC(=O)c1ccc2ccccc2n1)c1ccc(Br)cc1 (stereo not drawn)
  0.1%, -22, 28%, -7%, -10%, -2%, -1%, 1%, -12%, -1%, 0
13: CC(=O)Nc1ccc(S(=O)(=O)NC(C)c2ccccc2)cc1 (stereo not drawn)
  0.2%, 0, 9%, -5%, 1%, -7%, -2%, 2%[11.5 µM], 3%, -2%, 2
14: CCOC(=O)C1(Cc2ccc(Cl)cc2)CCN(Cc2cn(CC)nc2C)CC1
  -0.6%, 4, ., 0%, 1%, -5%, 1%, -5%, -19%, -2%, -1
15: C/C=C(\C)C(=O)NCCN1C2=NC[C@H](C)N2C[C@@H]1Cc1ccc(OC)cc1
  -0.3%, -13, -5%, -1%, 1%, 2%, -22%, 2%, 3%, -4%, 4
16: CCCCCC1C/C(=N\O)C=C(C)C1C(=O)OC (stereo not drawn)
  -0.7%, 6, ., -4%, -2%, 0%, 9%, 2%, -22%, 2%, 3
17: CC(=O)c1sc(N/N=C\c2cccc(Br)c2)nc1C
  2.8%, -1, ?, -2%, 67%[activator], -1%, ?, -2%, -4%, -2%, 1
18: CC(C)(C)NC(=O)NC(=O)CN1CCN(c2cccc(Cl)c2)CC1
  0.3%, 5, ., -1%, 0%, -1%, -6%, 14%, 0%, -3%, -6
19: CCCC(=O)Nc1ccc(NC(=O)c2ccccc2OC)cn1
  -0.2%, 17, -21%, -1%, 0%, -2%, 1%, -12%, 26%, 2%, -1
20: CCCC(C)NC(=O)COC(=O)c1cc(Br)c(Br)s1 (stereo not drawn)
  0.2%, -3, -19%, 0%, -3%, 4%, 0%, -3%, 14%, 9%, 1

Entries of single compounds as entered above. Order of screens: B2AR arrestin | Giardia kill | Menin-MLL TR inh | PTAP TSG101 blk | ASM inhibitor | Tb PFK inh | Chronic BCR inh | PKM2 activator | a7 integrin act | GALK inh | FBPA coupling cs
`CCCC(=O)Nc1ccc(NC(=O)c2ccccc2OC)cn1` in the list: -0.2% | 17 | -21% | -1% | 0% | -2% | 1% | -12% | 26% | 2% | -1
`CC(=O)Nc1ccc(S(=O)(=O)NC(C)c2ccccc2)cc1` (stereo not drawn) in the list: 0.2% | 0 | 9% | -5% | 1% | -7% | -2% | 2%[11.5 µM] | 3% | -2% | 2
`CCCC(C)NC(=O)COC(=O)c1cc(Br)c(Br)s1` (stereo not drawn) in the list: 0.2% | -3 | -19% | 0% | -3% | 4% | 0% | -3% | 14% | 9% | 1

The listing picks up, starting 2 compounds before the break.
The line under a structure holds: B2AR arrestin, Giardia kill, Menin-MLL TR inh, PTAP TSG101 blk, ASM inhibitor, Tb PFK inh, Chronic BCR inh, PKM2 activator, a7 integrin act, GALK inh, FBPA coupling cs
19: CCCC(=O)Nc1ccc(NC(=O)c2ccccc2OC)cn1
  -0.2%, 17, -21%, -1%, 0%, -2%, 1%, -12%, 26%, 2%, -1
20: CCCC(C)NC(=O)COC(=O)c1cc(Br)c(Br)s1 (stereo not drawn)
  0.2%, -3, -19%, 0%, -3%, 4%, 0%, -3%, 14%, 9%, 1
21: O=C(COc1ncnc2ccccc12)N1CCN(S(=O)(=O)c2ccc(Cl)cc2)CC1
  4.9%, 8, -12%, -6%, -5%, ?, -1%, -2%, -6%, 2%, -2
22: CC(=O)N1c2ccc(S(=O)(=O)N3CCC(C(=O)Nc4cccc(C)c4C)CC3)cc2CC1C (stereo not drawn)
  0.2%, -8, ., -6%, -1%, 1%, 0%, ., 2%, -3%, .
23: O=C(CCn1c(=O)oc2ccccc21)N1CCOCC1
  -1.0%, -11, -1%, -3%, 2%, -4%, -1%, -1%, 7%, 0%, -4
24: Cc1nc2ncccn2c1-c1csc(Nc2ccc(N(C)C)cc2)n1
  0.3%, -11, -7%, -5%, -2%, 4%, ?, 14%, -25%, -2%, -7
25: CC(C)(C)c1cc(Cl)ccc1OCCn1ccnc1
  -0.4%, -14, -19%, -1%, 3%, 0%, -2%, 1%[11.5 µM], 0%, 6%, -5
26: Cc1cc(C)cc(OCC(=O)NCCc2nc3ccccc3[nH]2)c1
  0.1%, -11&9, -24%, 0%, 10%, 0%, -3%, 3%, 23%, 4%, -1
27: CC(C)C(NC(=O)C(Cc1ccccc1)NC(=O)OCc1ccccc1)C(=O)O (stereo not drawn)
  -1.1%, 6, 9%, -3%, 0%, -3%, 0%, 3%, 26%, 2%, 1
28: CS(=O)(=O)Nc1ccc(Cc2ccc(NS(C)(=O)=O)cc2)cc1
  -0.1%, 0, 10%, -7%, 1%, 0%, 7%, 9%, -4%, -1%, 3
29: CCc1cc2cc(C)cc(C)c2nc1SCC(=O)NNC(=O)c1ccco1
  -0.3%, -2, 4%, -4%, -8%, 3%, 1%, 4%, 0%, 0%, 0
30: CCNC(=S)N(Cc1cc2cccc(C)c2[nH]c1=O)C1CCCC1
  -0.6%, -4, 4%, -5%, -8%, 0%, -10%, 0%, 7%, 0%, 0
31: CCOc1ccc(C(=O)CSc2nnc(C3CC3)n2C)cc1
  -0.7%, -6, 1%, -3%, -1%, 2%, 4%, -1%, -22%, 0%, -1
32: O=C(OCc1cn(-c2ccc(Cl)c(Cl)c2)nn1)c1ccccc1Cl
  -0.2%, -20, -16%, 0%, -9%, -1%[0.46 µM], 1%, -1%, -7%, 3%, 1
33: CCCn1nnc(NC(=O)c2cccc(Cl)c2)n1
  0.1%, -1, -1%, -1%, 2%, -3%, -1%, -2%, -24%, 1%, .
34: O=C1CSC(c2cccnc2)N1Cc1ccc(Cl)c(Cl)c1 (stereo not drawn)
  -0.8%, -1, ., 0%, 2%, 2%, 3%, -6%, -4%, ., 3

High-throughput results deposited in PubChem BioAssay by National Center for Advancing Translational Sciences (NCATS).
